Nrf2 ARE act: activates Nrf2 signaling. hit rate 0.31% among 410,000. Potency, µM (titrated, usually from 46.1 µM), for inactives: top-dose activation, usual class: activators. AID 624171. AREc32 ARE-luciferase reporter (MCF7-derived line), luminescence, 24 h; further: potency means the concentration at half of the fitted maximal effect; % of control where 0% means no effect; nearly all actives have a fitted effect of over 65% in size
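AREc32 cells carrying an ARE-driven firefly luciferase, 1000 cells/well in OPTI-MEM with 5% FBS, dosed after overnight attachment and incubated 24 hr at 37 deg C. Steady-Glo luminescence read after 30 min at RT.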
TGFb SMAD3 inh: inhibitors of TGF-b signaling | HepG2 CAGA-GFP TGF-b/SMAD3 reporter, GFP fluorescence, 18 h; TGF-beta stimulated, 500 pg/mL final | Potency, µM (series often up to 46.1 µM), for the others: at the top dose activity, negative = inhibition, actives largely listed as inhibitors | hit rate 1.2% among 410,000; further: potency means the concentration at half of the fitted maximal effect; on the % scale 0 is the no-effect control and ±100 the full control effect; nearly all actives have a fitted effect of over 65% in size
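Smad-responsive CAGA-GFP expression was quantified in HEPG2 cells exposed to compounds and 500 pg/mL final TGF-beta for 18 h at 37 degrees C; unstimulated wells defined full inhibition.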
HepG2 tox: HepG2 cytotoxicity, counter-screen for TGF-b inhibitors. HepG2 CAGA-GFP viability, ATP luminescence, 18 h. Potency, µM (doses to about 46.1 µM), inactives show at the highest dose activity change, negative = cytotoxicity, actives largely listed as cytotoxic. hit rate 0.76% among 410,000. AID 588856; further: potency means the concentration at half of the fitted maximal effect; some results filed as inactive show a strong effect at the top dose
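CellTiter-Glo luminescence gave cytotoxicity after 18 hours at 37 degrees C. The cells were HepG2 CAGA-GFP in 1% FBS DMEM, stimulated with 500 pg/mL TGF-beta after compound addition. %Activity was normalised to no-cell wells (complete cell-killing) and DMSO (no toxicity), and curves were fitted and classified.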
ATXN viability: viability counter-screen for ATXN expression inhibitors. S2 cells (HEK-293 line with an ATXN2-luciferase reporter) viability, CellTiter-Fluor protease fluorescence, 24 h. Potency, µM (top dose mostly 56.7 µM), actives largely listed as cytotoxic. hit rate 0.49% among 400,000; further: potency means the concentration at half of the fitted maximal effect; nearly all actives have a fitted effect of over 40% in size
IL-1B inflam inh: inhibitors of inflammasome signaling (IL-1 beta secretion). THP-1 LPS/ATP IL-1B secretion, AlphaLISA, 16 h; hits give low values. activity change, % at 57.5 µM. hit rate 4.7% among 360,000. AID 743279; in the data active means activity change below about -50%; inconclusive means mostly about -30% to -49%; further: on the % scale 0 is the no-effect control and ±100 the full control effect
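Secreted IL-1B measured by AlphaLISA bead assay after 16 h compound exposure of THP-1 cells; compounds (final up to 57.5 uM) added 1 h before LPS (250 ng/mL) and ATP (1.25 mM) stimulation; lower signal means less secretion.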
A549 viability: kills or reduces viability of A549 cells in Nrf2 counter-screen; A549 ARE-Fluc cells, CellTiter-Fluor viability, 18-24 h; Potency, µM (series often up to 46 µM), inactives show at the top dose activity change, negative = cytotoxicity, most hits filed as inhibitors; hit rate 0.16% among 390,000; AID 504648; further: potency means the concentration at half of the fitted maximal effect; on the % scale 0 is the no-effect control and ±100 the full control effect
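Cytotoxicity counterscreen: CellTiter-Fluor fluorescence was measured in A549 ARE_Fluc cells after 18-24 h of compound exposure in a concentration series. The subsequent BugLite luminescent read reports ARE-luciferase activity.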
MCF10A rerep: induces DNA re-replication in MCF 10a normal breast cells. AID 624296. MCF 10A DNA re-replication, Hoechst nuclear intensity, 48 h. Potency, µM (top dose mostly 46.1 µM), without a hit: at the highest dose activity, positive = re-replication, actives largely listed as activators. hit rate 2.9% among 350,000; further: potency means the concentration at half of the fitted maximal effect; % of control where 0% means no effect; nearly all actives have a fitted effect of over 50% in size
Nrf2 block: Nrf2 pathway inhibition | A549 ARE-Fluc reporter, luciferase luminescence, 18-24 h | Potency, µM (titrated, usually from 46 µM), for the others: at the top dose activity change, negative = inhibition, usual class: inhibitors | hit rate 2.1% among 360,000 | AID 504444; further: potency means the concentration at half of the fitted maximal effect; on the % scale 0 is the no-effect control and ±100 the full control effect; nearly all actives have a fitted effect of over 60% in size
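Quantitative HTS in A549 cells stably bearing an antioxidant response element-firefly luciferase construct. Inhibition of Nrf2-driven transcription was scored by luminescence after 18-24 h of compound exposure at 37 °C.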
ATXN2 expr inh: ATXN2 expression inhibition; HEK-293 ATXN2-luciferase reporter, luminescence, 24 h; Potency, µM (titrated, usually from 57 µM), for the others: at the top dose activity change, negative = inhibition, usual class: inhibitors; hit rate 0.72% among 360,000; AID 1745845; further: potency means the concentration at half of the fitted maximal effect; on the % scale 0 is the no-effect control and ±100 the full control effect; nearly all actives have a fitted effect of over 55% in size
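qHTS (up to 57 uM final) was run with 24 h compound exposure of reporter cells at 37 °C. Each well was multiplexed: SteadyGlo luminescence measured ATXN2-luciferase expression after a fluorogenic Gly-Phe-AFC viability readout (25 uM final).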
An asterisk follows results filed as active; i = inactive; ? = inconclusive; / = not tested or not shown; & = joins results of further samples; [ ] = dose if it differs, or a comment. Unless noted, the call rests on the fitted dose curve; in most records, active means well fitted curve in the direction sought with a large enough effect; inconclusive means small, poorly fitted or top-dose-only effect, or another doubt; inactive means no such curve, though single readings can be large; an effect the other way counts as inactive or inconclusive.

SMILES	Nrf2 ARE act	TGFb SMAD3 inh	HepG2 tox	ATXN viability	IL-1B inflam inh	A549 viability	MCF10A rerep	Nrf2 block	ATXN2 expr inh
CC1CCN(C(=O)c2ccc(CSc3ccc(Cl)cc3)cc2)CC1	2.3%	?	-20.4%	?	-51.2*	-0.3%	?	?	-32.5%
COc1ccc(NC(=O)c2cc3c(CO)cnc(C)c3oc2=Nc2cccc(C)c2)c(OC)c1	-0.2%	-0.1%	-1.8%	i	150.3	1.8%	?	-4.0%	-9.1%
CCOc1ccc(NC(=S)N(CCN2CCOCC2)Cc2cc3cc4c(cc3[nH]c2=O)OCO4)cc1	0.1%	11.3%	-6.8%	?	-3.2	-4.9%	0.6%	-3.1%	/
O=C(c1cc(-c2ccc(Cl)cc2)on1)N1CCN(c2ccccc2)CC1	0.2%	-12.0%	-5.3%	i	-16.1	5.6%	-21.3%	?	41.9%[activator]
N=C1SCC(=O)N1c1ncc(Cc2ccc(F)cc2)s1	?	?	-26.8%	?	-104.2*	-11.8%	?	?	?
Cc1cccc(CNC(=O)c2ccc(C)c(-n3c(C)nc4cccnc43)c2)c1	0.0%	-12.4%	-7.3%	/	/	13.7%	/	-23.4%	/
COc1ccc(C=CC(=O)c2ccc3cc(OC)c(OC)cc3c2)cc1OC	4.0%	?	-74.0%	/	-97.6*	/	/	/	/
CCCCN(C(=O)c1c(C)noc1C)c1c(N)n(CCCC)c(=O)[nH]c1=O	-0.5%	13.0%	-24.8%	i	29.3	-10.7%	0.1%	-8.7%	0.6%
COC(=O)COc1ccc(S(=O)(=O)Nc2ccc3c(c2)OCO3)cc1	-0.2%	?	-16.0%	i	-3.8	-3.0%	2.8%	10.4%	-0.1%
O=C(Nc1ccc2oc(-c3cccc4c(Br)cccc34)nc2c1)c1ccc(F)cc1	-1.1%	8.6%	2.3%	i	/	-3.6%	/	1.4%	11.2%
CSCC(C)N1CCC(N2CCC(C(=O)NCc3ccccn3)CC2)CC1 (stereo not given)	-0.5%	2.7%	-0.8%	i	-6.4	-3.1%	22.8%	11.7%	-8.9%
Cc1ccc(COn2nnc3ccc(S(=O)(=O)N4CCOCC4)cc32)cc1	-0.7%	-12.5%	-5.1%	i	-11.9	2.0%	3.3%	?	0.8%
N#Cc1cnn(-c2ncnc3sc(-c4ccccc4)cc23)c1N	31.2%	-25.9%	-24.9%	?	6.0	0.2%[1.84 µM]	?	0.5%	?
NC(=O)C1CCCc2c1n(Cc1ccccc1)c1ccccc21 (stereo not given)	0.2%	0.0%	5.4%	i	10.3	-0.5%	7.0%	-13.4%	0.3%
COc1ccc2c(c1)c(C(=O)N1CCN(C)CC1)c(C)n2-c1ccccc1	0.1%	7.4%	-0.7%	?	8.3	-4.5%	0.1%	5.1%	-36.3%
CC(=O)c1cccc(-c2ccnc3c2CC(C(=O)NCCC(F)(F)F)O3)c1 (stereo not given)	3.7%	8.2%	2.0%	i	74.2	/	/	/	4.0%
CC1(C)[N+]([O-])=C2C(=[N+]([O-])C1(C)C)c1ccccc1/C2=N\O	-0.2%	10.4%	-18.4%	i	-5.7	-6.8%	-0.7%	14.7%	0.6%
CCCCc1c(O)c2ccccc2n(CCCC)c1=O	0.4%	25.0%	-3.8%	?	22.5	1.4%	-0.8%	13.2%	2.8%
O=C(Nc1c(F)cccc1F)c1ccc2c(c1)CCN2S(=O)(=O)c1ccccc1	-0.4%	-13.3%	-17.3%	i	-66.7*	-13.4%	17.7%	-1.5%	-9.4%
Cc1cc2ncc(-c3ccc(Cl)cc3)cn2n1	0.5%	9.1%	-9.8%	i	-1.9	-4.2%	7.5%	?	24.1%

2 entries from above, in CSV form:
SMILES,Nrf2 ARE act,TGFb SMAD3 inh,HepG2 tox,ATXN viability,IL-1B inflam inh,A549 viability,MCF10A rerep,Nrf2 block,ATXN2 expr inh
NC(=O)C1CCCc2c1n(Cc1ccccc1)c1ccccc21 (stereo not given),0.2%,0.0%,5.4%,i,10.3,-0.5%,7.0%,-13.4%,0.3%
COc1ccc2c(c1)c(C(=O)N1CCN(C)CC1)c(C)n2-c1ccccc1,0.1%,7.4%,-0.7%,?,8.3,-4.5%,0.1%,5.1%,-36.3%

Continuation.
SMILES	Nrf2 ARE act	TGFb SMAD3 inh	HepG2 tox	ATXN viability	IL-1B inflam inh	A549 viability	MCF10A rerep	Nrf2 block	ATXN2 expr inh
NC1=NC[C@@H](Cc2ccc(O)cc2)N1CCc1cc(C(F)(F)F)cc(C(F)(F)F)c1	3.3%	10.4%	-11.2%	i	?	8.7%	10.1%	7.3%	9.1%
COc1ccccc1CNC(=O)c1ccc(CNc2c(N3CCCC3)c(=O)c2=O)cc1	-1.1%	1.8%	-2.5%	i	-7.3	1.6%	1.4%	-7.1%	-6.5%
CC(C)(C)n1nnnc1C(c1cc2ccccc2o1)N(Cc1ccccc1)Cc1ccccc1 (stereo not given)	-1.0%	/	/	i	12.9	/	/	/	-1.1%
Cc1ccc(CNC(=O)C(NS(=O)(=O)c2cccs2)C(C)C)cc1 (stereo not given)	-0.7%&-0.1%	0.7%&3.1%	-18.6%&2.5%	i	-6.4	0.8%&5.5%	11.4%	4.6%&9.3%	-9.7%&5.7%
CC(=O)C1=C(O)C=C(c2ccco2)CC1c1ccco1 (stereo not given)	5.1%	-6.3%	-60.8%	i	-14.5	-8.6%	3.0%	-8.0%	-2.5%
CC(=O)NCCC(=O)Nc1nc2c(ccc3ccccc32)s1	5.5%	-21.7%	-13.2%	i	-0.4	-3.3%	21.0%	?	6.0%
Cc1ncccc1C(=O)N1CCCC(CNC(=O)c2ccc(-c3ccccc3)cc2)C1 (stereo not given)	0.4%	?	-10.2%	i	-7.0	0.0%	8.9%	?	/
CN(CC(=O)Nc1ccccc1Br)C(=O)CCc1nc2ccccc2c(=O)[nH]1	0.0%	-0.3%	0.0%	?	20.1	0.4%	7.3%	1.4%	8.4%
O=C(CCC1CCCCC1)NC1=NCCS1	-0.3%	-7.7%	-35.2%	i	-4.9	4.1%	-0.2%	-2.2%	1.6%
COc1ccc(OC)c(NC(=O)CCNS(=O)(=O)c2cccc3nsnc23)c1	2.4%&-0.4%	10.0%&-3.6%	0.4%&4.9%	i	5.1	-9.8%&-9.5%	-13.2%	-18.0%	19.0%&0.2%
COc1ccc(/C(N)=N/O)cc1O	-0.4%	-25.9%	-2.7%	i	27.5	4.2%	-4.6%	-2.6%	-1.8%
CC(=O)Nc1ccc(CN2CCC(CO)(CCOc3ccccc3)CC2)cc1	-0.4%	-9.6%	-3.1%	i	-5.6	-1.3%	3.3%	-38.5%	4.1%
COc1ccc(-c2cc(C(F)F)n3ncc(C(=O)N4CCSCC4)c3n2)cc1	3.4%	?	-14.1%	i	-11.3	-5.2%	?	-18.5%	-20.3%
Cc1ccc(N2C(=O)CS(=O)(=O)C23C(=O)N(Cc2ccccc2C)c2ccccc23)cc1Cl (stereo not given)	-0.9%	3.6%	-21.9%	i	/	17.2%	/	?	2.2%
O=C(O)CC1(CC(=O)Nc2nccs2)CCCCC1	-0.2%	-18.1%	-13.6%	i	-7.4	-1.2%	25.7%	3.6%	-0.1%
Cc1onc(-c2ccccc2Cl)c1C(=O)NCc1ccco1	5.7%	4.2%	-4.9%	i	-77.1*	-1.1%	2.4%	9.4%	-0.9%
COCc1nnc(NC(=O)c2c(-c3c(Cl)cccc3Cl)noc2C)s1	-0.6%	1.9%	-21.8%	?	19.7	-4.0%	1.6%	-29.0%	-3.8%
Cc1cc2cc(C#N)c(SCC(=O)Nc3nonc3C)nc2cc1C	0.3%	7.6%	-3.5%	i	52.5	-3.4%	14.6µM*	-13.4%	0.6%
CCN(CC)C(=O)COC(=O)c1ccc(C)c(NC(=O)c2ccco2)c1	-0.1%	-0.3%	5.6%	i	21.3	6.7%	-1.7%	11.1%	-6.1%[11.3 µM]
OCCC1CN(Cc2cccn2-c2nccs2)CCN1C1CCCCC1 (stereo not given)	0.0%	2.3%	-1.1%	i	-10.5	-1.8%	6.7%	8.8%	-0.1%
COc1ccc(S(=O)(=O)N(C)C)cc1NC(=O)CN1C(=O)NC2(CCCC2)C1=O	-0.2%	0.6%	-2.3%	i	15.2	-1.2%	-1.3%	-10.8%	9.8%
CCOC(=O)C1=C(C)N=c2s/c(=C\c3cccc(OCC(=O)O)c3)c(=O)n2C1c1ccccc1 (stereo not given)	0.7%	-10.7%	3.2%	i	?	-14.2%	10.1%	-18.6%	-1.6%
O=C(/C=C/c1ccc(F)cc1)N1CCCN(C(=O)/C=C/c2ccc(F)cc2)CC1	4.2%	?	-28.0%	i	-24.8	-6.6%	19.6%	-0.7%	9.1%
Cc1ccc(NC(=O)CCN2C(=O)OC(C)(C)C2(C)O)cc1 (stereo not given)	-0.1%	?	-36.0%	i	6.6	-4.2%	-5.5%	23.1%	-0.5%
Cc1cccc(C(=O)NC2CC3CCCC(C2)N3C(=O)NC2CCCCC2)c1 (stereo not given)	-2.0%	-4.3%	3.1%	i	3.5	-14.2%	13.3%	-25.7%	-6.4%
Cc1scc(C(=O)Nc2ccon2)c1-c1ccccc1	0.0%	-15.0%	-17.0%	i	2.5	1.3%	-6.2%	/	0.1%
COc1ccc(NC(=O)c2ccc(Cl)c(S(=O)(=O)N3CC(C)OC(C)C3)c2)cn1 (stereo not given)	3.2%	?	-34.6%	i	47.3	-5.0%	-9.5%	2.59µM*	/
COC(=O)c1ccc(Cl)c(S(=O)(=O)N2CCCC2)c1	2.6%	-9.8%	-7.6%	i	15.9	6.3%	-8.5%	25.2%	0.5%
CCN(CC)S(=O)(=O)c1ccc(N2CCOCC2)c(NC(=O)c2ccc(=O)n(C)n2)c1	1.4%	2.2%	-9.6%	i	8.3	1.4%	4.1%	-9.1%	6.0%
COc1ccc(NC(=O)/C=C/c2ccc(OC)c(OC)c2)cn1	0.3%	-0.1%	-24.9%	?	-8.2	-5.8%	0.9%	-15.3%	1.4%

High-throughput results: PubChem BioAssay, National Center for Advancing Translational Sciences (NCATS)
